Compound activity as filed in PubChem BioAssay.
Growth percent in the NCI-60 one-dose screen (48 h, 10 µM unless noted): 100 = growth as untreated, 0 = no growth, -100 = all killed.
NCI-H226 – NCI-H226 lung cancer; 3.5% of 79,000 active
NCI/ADR-RES – NCI/ADR-RES ovarian cells; 4.4% of 81,000 active; AID 1794790
NCI-H522 – NCI-H522 lung cancer | 8% of 78,000 active | AID 1794739
CAKI-1 – CAKI-1 renal cancer; 4.7% of 75,000 active
RXF 393 – RXF 393 renal cancer cells. 6.9% of 77,000 active. AID 1794773
ACHN – ACHN renal cancer; AID 1794771; 4.9% of 81,000 active
A498 – A498 renal cancer cells | 5.4% of 76,000 active | AID 1794774
NCI-H23 – NCI-H23 lung cancer; AID 1794731; 4% of 80,000 active
NCI-H460 – NCI-H460 lung cancer | 6.8% of 82,000 active
* marks the source's active call; other numbers are inactive results; & = joins results of further samples. The calls were made as follows: active = growth percent below 10; inactive = the rest. Only part of the results is shown (hit frequency here may not be typical).

Preview, 7 compounds:
Results for CC1CCC2C(C)C(=O)OC3OC4(C)CCC1C32OO4 (stereo not drawn) ?
NCI-H226: 95; NCI/ADR-RES: 94; NCI-H522: 44; CAKI-1: 96; RXF 393: 93; ACHN: 100; A498: 100; NCI-H23: 88; NCI-H460: 97

What do the screens show for `CCC1C(=O)NC(=O)N(c2ccccc2)C1=O` (stereo not drawn)?
NCI-H226: 95; NCI/ADR-RES: 105; NCI-H522: 101; CAKI-1: 96; RXF 393: 106; ACHN: 126; A498: 101; NCI-H23: 101; NCI-H460: 107

What do the screens show for `CN(C)c1ccc(CN2CCCN(Cc3ccc(N(C)C)cc3)P2(=O)N(CCCl)CCCl)cc1`?
NCI-H226: 103; NCI/ADR-RES: 107; NCI-H522: 88; CAKI-1: 92; RXF 393: 115; ACHN: 101; A498: 115; NCI-H23: 94; NCI-H460: 105

How did CC[C@]1(O)CC[C@H]2[C@@H]3CCC4=CC(=O)CC[C@@H]4[C@H]3CC[C@@]21CC do in these assays?
NCI-H226: 88; NCI/ADR-RES: 107; NCI-H522: 56; CAKI-1: 101; RXF 393: 102; ACHN: 102; NCI-H23: 108; NCI-H460: 107

Results for O=C(O)c1ccccc1C(=O)O (tested in a mixture with another compound) ?
NCI-H226: 98; NCI/ADR-RES: 111; CAKI-1: 84; RXF 393: 99; ACHN: 99; A498: 108; NCI-H23: 106; NCI-H460: 112

Results for CCCCN(CCCC)CC(O)c1ccccc1I (stereo not drawn) ?
NCI-H226: 97; NCI/ADR-RES: 94; NCI-H522: 84; CAKI-1: 85; RXF 393: 94; ACHN: 98; A498: 87; NCI-H23: 74; NCI-H460: 54

Results for NCCc1nc2ccccc2[nH]1 ?
NCI-H226: 98; NCI/ADR-RES: 101; NCI-H522: 98; CAKI-1: 91; ACHN: 99; A498: 91; NCI-H23: 99; NCI-H460: 104

This part in full (from the top)
Results for CC1CCC2C(C)C(=O)OC3OC4(C)CCC1C32OO4 (stereo not drawn) ?
NCI-H226: 95; NCI/ADR-RES: 94; NCI-H522: 44; CAKI-1: 96; RXF 393: 93; ACHN: 100; A498: 100; NCI-H23: 88; NCI-H460: 97

What do the screens show for `CCC1C(=O)NC(=O)N(c2ccccc2)C1=O` (stereo not drawn)?
NCI-H226: 95; NCI/ADR-RES: 105; NCI-H522: 101; CAKI-1: 96; RXF 393: 106; ACHN: 126; A498: 101; NCI-H23: 101; NCI-H460: 107

What do the screens show for `CN(C)c1ccc(CN2CCCN(Cc3ccc(N(C)C)cc3)P2(=O)N(CCCl)CCCl)cc1`?
NCI-H226: 103; NCI/ADR-RES: 107; NCI-H522: 88; CAKI-1: 92; RXF 393: 115; ACHN: 101; A498: 115; NCI-H23: 94; NCI-H460: 105

How did CC[C@]1(O)CC[C@H]2[C@@H]3CCC4=CC(=O)CC[C@@H]4[C@H]3CC[C@@]21CC do in these assays?
NCI-H226: 88; NCI/ADR-RES: 107; NCI-H522: 56; CAKI-1: 101; RXF 393: 102; ACHN: 102; NCI-H23: 108; NCI-H460: 107

Results for O=C(O)c1ccccc1C(=O)O (tested in a mixture with another compound) ?
NCI-H226: 98; NCI/ADR-RES: 111; CAKI-1: 84; RXF 393: 99; ACHN: 99; A498: 108; NCI-H23: 106; NCI-H460: 112

Results for CCCCN(CCCC)CC(O)c1ccccc1I (stereo not drawn) ?
NCI-H226: 97; NCI/ADR-RES: 94; NCI-H522: 84; CAKI-1: 85; RXF 393: 94; ACHN: 98; A498: 87; NCI-H23: 74; NCI-H460: 54

Results for NCCc1nc2ccccc2[nH]1 ?
NCI-H226: 98; NCI/ADR-RES: 101; NCI-H522: 98; CAKI-1: 91; ACHN: 99; A498: 91; NCI-H23: 99; NCI-H460: 104

Results for CC(C)CC(C)OC(=O)Cc1ccccc1 (stereo not drawn) ?
NCI-H226: 98; NCI/ADR-RES: 103; NCI-H522: 93; CAKI-1: 107; RXF 393: 97; ACHN: 103; A498: 79; NCI-H23: 103; NCI-H460: 108

How did ClCCN(CCCl)c1nc(Cl)c(C2CC(c3ccc(Cl)cc3)=NN2c2ccccc2)s1 (stereo not drawn) do in these assays?
NCI-H226: 79; NCI/ADR-RES: 101; NCI-H522: 68; CAKI-1: 74; RXF 393: 89; ACHN: 87; A498: 94; NCI-H23: 86; NCI-H460: 99

What do the screens show for `CC(=O)Nc1ccc(NC(=O)c2ccc([As](O)O)cc2)cc1`?
NCI-H226: 116; NCI/ADR-RES: 101; NCI-H522: -2.1*; CAKI-1: 107; RXF 393: 48; ACHN: 105; A498: 133; NCI-H23: 103; NCI-H460: 104

What do the screens show for `Oc1cccc(-c2ccccc2)c1`?
NCI-H226: 102; NCI/ADR-RES: 100; NCI-H522: 107; CAKI-1: 92; RXF 393: 105; ACHN: 104; NCI-H23: 99; NCI-H460: 106

How did CNC1(c2ccccc2Cl)CCCCC1=O (stereo not drawn) do in these assays?
NCI-H226: 100; NCI/ADR-RES: 113; NCI-H522: 91; CAKI-1: 95; RXF 393: 114; ACHN: 101; A498: 92; NCI-H23: 106; NCI-H460: 112

Results for COc1cc2c(cc1OC)[C@@]13CCN4CC5=CCOC6CC(=O)N2C1[C@H]6[C@H]5C[C@H]43 (stereo partly drawn) ?
NCI-H226: 101; NCI/ADR-RES: 98; NCI-H522: 108; CAKI-1: 91; RXF 393: 108; A498: 89; NCI-H23: 91; NCI-H460: 99

What do the screens show for `CN1C(=O)[C@]23SSC1(C)C(=O)N2[C@H]1Nc2ccccc2C1([C@@]12c4ccccc4N[C@@H]1N1C(=O)C4(C)SS[C@]1(C(=O)N4C)[C@H]2O)[C@@H]3O` (stereo partly drawn)?
NCI-H226: -97*; NCI/ADR-RES: -19*; NCI-H522: -84*; CAKI-1: -100*; RXF 393: -93*; ACHN: -99*; NCI-H23: -66*; NCI-H460: -87*

How did ClCCN(CCCl)c1ccc(-n2cnc3c(Cl)ncnc32)cc1 do in these assays?
NCI-H226: 98; NCI/ADR-RES: 61; NCI-H522: -77*; CAKI-1: -88*; RXF 393: -57*; ACHN: -82*; A498: 95; NCI-H23: -69*; NCI-H460: 48

How did CCCC(OC(C[N+](=O)[O-])C(Cl)(Cl)Cl)c1ccccc1 (stereo not drawn) do in these assays?
NCI-H226: 103; NCI/ADR-RES: 103; NCI-H522: 94; CAKI-1: 107; RXF 393: 114; ACHN: 107; A498: 96; NCI-H23: 101; NCI-H460: 104

How did C1CC2CCC1CNC2 do in these assays?
NCI-H226: 106; NCI/ADR-RES: 105; NCI-H522: 86; CAKI-1: 96; RXF 393: 124; ACHN: 97; A498: 105; NCI-H23: 98; NCI-H460: 103

What do the screens show for `OC1(c2ccccc2F)c2ccccc2C2=NCCN21` (stereo not drawn)?
NCI-H226: 85; NCI/ADR-RES: 87; CAKI-1: 64; RXF 393: -10*; ACHN: 114; A498: 105; NCI-H23: 87; NCI-H460: 118

How did O=C1C(O)=C(c2ccccc2)C(=O)C(O)=C1c1ccccc1 do in these assays?
NCI-H226: 93; NCI/ADR-RES: 93; NCI-H522: 103; CAKI-1: 68; RXF 393: 146; ACHN: 81; A498: 140; NCI-H23: 90; NCI-H460: 101

How did COC(=O)[C@H]1[C@@H](O)[C@@]2(O)c3c(OC)cc(OC)cc3O[C@@]2(c2ccc(OC)cc2)[C@@H]1c1ccccc1 do in these assays?
NCI-H226: 3.0*; NCI/ADR-RES: 0.8*; NCI-H522: -29*; CAKI-1: -6.2*; RXF 393: -20*; ACHN: -23*; A498: -31*; NCI-H23: -12*; NCI-H460: 2.2*

How did O=C(N/N=C\c1ccc(N(CCCl)CCCl)cc1)c1cccc([N+](=O)[O-])c1 do in these assays?
NCI-H226: 47; NCI/ADR-RES: 88; NCI-H522: 107; CAKI-1: 89; RXF 393: 98; ACHN: 94; A498: 118; NCI-H23: 88; NCI-H460: 69

What do the screens show for `CN(C)C(=O)Oc1ccc(Br)cc1`?
NCI-H226: 101; NCI/ADR-RES: 106; NCI-H522: 96; CAKI-1: 95; RXF 393: 107; ACHN: 109; A498: 117; NCI-H23: 102; NCI-H460: 104

What do the screens show for `CCCN(CCC)CC(=O)c1ccc(I)cc1`?
NCI-H226: 96; NCI/ADR-RES: 106; NCI-H522: 109; CAKI-1: 90; RXF 393: 96; ACHN: 106; A498: 104; NCI-H23: 103; NCI-H460: 106

What do the screens show for `CC(C)(Br)C(=O)C(C)(C)Br`?
NCI-H226: 94; NCI/ADR-RES: 107; NCI-H522: 92; CAKI-1: 98; RXF 393: 107; ACHN: 95; A498: 86; NCI-H23: 109; NCI-H460: 105

What do the screens show for `COC(=O)[C@@H](C)C[C@H](Cc1ccccc1)NC(=O)c1csc([C@@H](C[C@H](C(C)C)N(C)C(=O)C2(NC(=O)[C@H]3CCCCN3C)CCC2)OC(C)=O)n1`?
NCI-H226: 49; NCI/ADR-RES: 47; NCI-H522: -14*; CAKI-1: 28; RXF 393: 83; ACHN: 29; A498: -2.8*; NCI-H23: 19; NCI-H460: 4.2*

Results for CNC(=O)Oc1cccc2cccnc12 ?
NCI-H226: 110; NCI/ADR-RES: 96; NCI-H522: 85; CAKI-1: 98; RXF 393: 104; ACHN: 91; A498: 86; NCI-H460: 104

Results for C[C@@H](N)[C@@H](O)c1ccccc1 ?
NCI-H226: 56; NCI/ADR-RES: 120; NCI-H522: 93; CAKI-1: 79; RXF 393: 97; ACHN: 83; A498: 65; NCI-H23: 81; NCI-H460: 62

How did O=C1CC(O)CO1 (stereo not drawn) do in these assays?
NCI-H226: 102; NCI/ADR-RES: 104; NCI-H522: 84; RXF 393: 102; ACHN: 102; A498: 106; NCI-H23: 107; NCI-H460: 114

What do the screens show for `CCCC[C@H](NC(=O)[C@H]1CCCCN1C)C(=O)N(C)[C@H](C[C@@H](OC(C)=O)c1nc(C(=O)N[C@@H](Cc2ccccc2)C[C@H](C)C(=O)OCC)cs1)C(C)C`?
NCI-H226: 33; NCI/ADR-RES: 4.4*; NCI-H522: -25*; RXF 393: 29; ACHN: 14; A498: -12*; NCI-H23: 27; NCI-H460: 6.8*

Results for NC(Cc1ccc(N(CCCl)Cc2ccccc2)cc1)C(=O)O (stereo not drawn) ?
NCI-H226: 106; NCI/ADR-RES: 105; NCI-H522: 93; RXF 393: 118; ACHN: 108; A498: 100; NCI-H23: 107; NCI-H460: 101

Results for CC1=C(CCCOC(=O)CN)C2=C(C)C3(CC3)[C@@](C)(O)C(=O)C2=C1 ?
NCI-H226: 91; NCI/ADR-RES: 85; NCI-H522: 66; RXF 393: -16*; ACHN: 97; A498: 95; NCI-H23: 9.4*; NCI-H460: 15

What do the screens show for `O=C(N[C@H](Cc1cnc[nH]1)C(=O)O)C(=O)c1cn(Cc2cn(-c3ccccc3)nn2)c2ccccc12`?
NCI-H226: 103; NCI/ADR-RES: 100; NCI-H522: 84; RXF 393: 113; ACHN: 98; A498: 104; NCI-H23: 98; NCI-H460: 114

How did CC(C)(C)c1ccc(C(C)(C)OO)cc1 do in these assays?
NCI-H226: 116; NCI/ADR-RES: 111; CAKI-1: 102; RXF 393: 126; ACHN: 109; A498: 106; NCI-H23: 102; NCI-H460: 111

Results for O=C1/C(=C\c2ccccc2)C2OCC=C3CN4CCC56c7ccccc7N1C5C2C3CC46 (stereo not drawn) ?
NCI-H226: 82; NCI/ADR-RES: 97; NCI-H522: 80; CAKI-1: 59; RXF 393: 86; ACHN: 67; A498: 67; NCI-H23: 76; NCI-H460: 72

How did Nc1ccc([N+](=O)[O-])cc1Cl do in these assays?
NCI-H226: 97; NCI/ADR-RES: 105; NCI-H522: 95; CAKI-1: 107; RXF 393: 108; ACHN: 103; A498: 99; NCI-H23: 98; NCI-H460: 112

How did O=C(O)c1ccccc1-c1c2cc(Br)c(=O)cc-2oc2[c]([Hg])c(O)c(Br)cc12 do in these assays?
NCI-H226: 108&105; NCI/ADR-RES: 105&103; NCI-H522: 89&108; CAKI-1: 99; RXF 393: 117&110; ACHN: 106&96; A498: 109&120; NCI-H23: 100&106; NCI-H460: 110&106
